FN deposition inh: inhibitors of fibronectin matrix deposition, primary screen, AH1F cells, Alexa488-fibronectin fluorescence, plate reader; inhibition, % at 12.6 µM; AH1F fibroblasts, overnight; 0.086% of 350,000 active;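 active = mean inhibition across replicates of 30% or more, regardless of how many single replicates reach that level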;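 also: positive control wells lacked labelled fibronectin entirely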
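Material – AH1F fibroblast monolayer, labelled fibronectin deposition · Reagent – labelled fibronectin 24 nM · Timing – 1 h adhesion, overnight exposure · Measured by – fluorescence at 485 nm excitation, 525 nm emission · Read-out – inhibition of fibronectin deposition signal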
INS-1E GSIS act: GLuc luminescence reporter in INS-1E cells, primary screen for activators of glucose-dependent secretion of insulin; AID 743287, 2014; 0.61% of 370,000 active; activation, % at 16.6 µM; INS-1E GLuc reporter insulin secretion, 2-3 h;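 active = lowest replicate activation of at least 40%, so every replicate reaches that level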;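 also: 0% = median of neutral control wells and 100% = median of IBMX positive control wells; some compounds called inactive have numbers as strong as hits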
PglD DTNB: C. jejuni PglD acetyltransferase inhibitors, primary screen, biochemical, DTNB colorimetric, single point; UDP-N-acetylbacillosamine N-acetyltransferase PglD (Campylobacter jejuni); purified PglD enzyme, DTNB colorimetric CoA detection; inhibition, % at 12.5 µM; 0.098% of 360,000 active; in the data active = inhibition above about 16%, passing the limit was not always enough; also: strong numbers were not always called active
miR122 inh: miR-122 Renilla sensor signal increase in Huh7, primary screen, miR-122 inhibitor project, cell-based, single point, plate reader | Huh7 miR-122 Renilla luciferase sensor, 48 h; neutral wells = 0, positive control = 100 | activation (reporter increase), % at 12.5 µM | 0.3% of 340,000 active | AID 602342, 2012;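 active = mean replicate activation score at least 90 and every replicate individually at or above 90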;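 also: higher luciferase means less miR-122 activity so hits act as miR-122 inhibitors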
Cneo AK release: Cryptococcus neoformans cell lysis inducers, primary screen, AK release luminescence, single concentration; C. neoformans lysis, adenylate kinase release luminescence, 4 h; normalised: neutral wells 0, clomiphene wells 100; lysis activity, % at 15 µM; 0.2% of 360,000 active;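 active = mean lysis activity across replicates of at least 80%, whatever share of replicates individually reach that level; inactive = mean lysis activity below 80%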
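Material – log-phase Cryptococcus neoformans yeast cells · Input – 5 × 10^6 yeast cells/mL · Medium – fresh YPD growth medium · Doses – single compound concentration per well · Timing – static 4 h at 37 °C with compound, 1 h detection · Detection – adenylate kinase release luminescence · Read-out – signal increase indicating cell lysis · Control set – Clomiphene as positive lysis control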
F508del corr: F508del CFTR correction, initial screen, CFBE line, single point; activity (quench increase), % at 7.58 µM; 0.36% of 350,000 active; CFBE cells, YFP halide quenching; stimulated with forskolin plus potentiator P3; % fluorescence drop versus neutral controls;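 active = mean added fluorescence quench of at least 8% versus neutral control, with both replicates also reaching 8%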;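 also: cells transiently co-express mutant CFTR-F508del with the halide-sensitive YFP; corrector assay measuring rescue of mutant channel to the surface after 24 h compound exposure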
C2C12 statin: suppressors of statin myotoxicity in C2C12 myotubes, primary screen, cell-based, single point, plate reader. rescue of ATP level, % at 7.49 µM. C2C12 myotubes + simvastatin, ATP luminescence, 48 h; scaled: DMSO 0, geranylgeraniol control 100. 0.78% of 330,000 active. AID 602340, 2012;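 active = mean ATP rescue above about 67%, or every replicate alone reaching that limit, limit read from the data, passing the limit was not always enough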;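 also: myotubes were challenged with 10 µM simvastatin during compound exposure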
PGC1a acetyl inh: inhibitors of PGC1a acetylation signal, primary screen, cell-based, U2OS, AlphaScreen, inhibitor mode; AlphaScreen anti-acetyl-lysine; with virally co-expressed GCN5 acetyltransferase; inhibition, % at 15.6 µM; 0.17% of 350,000 active;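 active = every replicate shows inhibition of at least 40%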;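 also: 0% = neutral control wells and 100% = positive control wells; some results beyond the cut were filed as inactive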
Active calls of the source: *; . = not tested or not shown; & = joins results of further samples; [ ] = remark or other dose.

SMILES | FN deposition inh | INS-1E GSIS act | PglD DTNB | miR122 inh | Cneo AK release | F508del corr | C2C12 statin | PGC1a acetyl inh
CC(O)CNCCOc1cccc(Oc2ccccc2)c1 (stereo not drawn) | -12.2 | 20.8 | . | . | . | -0.4 | . | 4.1
N=NC(=O)c1ccccc1Nc1c(O)[nH]c2ccccc12 | . | 15.2 | 1.4 | . | -14.8 | 5.1 | -28.6 | 6.3
O=C(c1cnsn1)N1CCC(CO)(Cc2cccc(F)c2)CC1 | -0.2 | 18.8 | 7.2 | 1.0 | -0.8 | 0.9 | 13.2 | -14.2
COc1ccc(-n2nc(C(N)=O)nc2-c2ccccc2)cc1 | -2.1 | 7.9 | -3.9 | 0.3 | 0.4 | 2.8 | -6.7 | -2.2
Cn1c(SCC(=O)c2c(N)n(C)c(=O)n(C)c2=O)nnc1-c1ccccc1F | -25.7 | 3.8 | . | . | . | -1.9 | . | -0.7
Cc1noc(C)c1C(=O)OCC(=O)Nc1c(F)cccc1F | 1.1 | 1.5 | . | -2.5 | . | 1.9 | . | -10.1
Cc1ccc([C@@H]2C[C@H]3[C@@H](CN2S(=O)(=O)c2ccc(C)cc2)C(=O)C[C@@H](c2ccccc2)N3S(=O)(=O)c2ccc(C)cc2)cc1 | 5.4 | -2.5 | -0.8 | -0.7 | 1.7 | 2.3 | -10.3 | 0.6
COc1ccc(NC(=O)N[C@@H]2CC[C@@H](CCNC(=O)c3cc(Cl)cc(Cl)c3)O[C@H]2CO)cc1 | . | -3.0 | 1.3 | . | -6.8 | 3.5 | 6.7 | 1.1
CC1(C)Cc2nc(Cl)c(C(N)=O)cc2CO1 | -8.0 | 14.5 | -5.8 | -2.9 | 0.9 | 1.8 | 9.9 | 0.7
Cc1ccc(-c2cc(C(F)(F)F)nc(SCC(=O)c3cccc([N+](=O)[O-])c3)n2)cc1 | -2.8 | . | -3.6 | -3.8 | -7.5 | . | 16.2 | 2.1
COc1ccc(NC(=O)c2ccc(C(=O)c3ccccc3)o2)cc1 | 1.6 | . | 0.5 | -25.3 | -2.3 | . | . | 17.3
c1ccc(OCc2noc(CN3CC[C@@H]4CCCC[C@H]4C3)n2)cc1 | -1.0 | -51.7 | 1.7 | 3.5 | 7.2 | 1.3 | -5.4 | -4.6
CN(C(=O)CSc1nc2ccccc2[nH]1)C1CCS(=O)(=O)C1 (stereo not drawn) | -5.5 | 5.2 | -2.7 | -4.9 | -2.4 | -1.8 | 8.4 | -2.3
CC(OC(=O)Cn1cnc2c1c(=O)n(C)c(=O)n2C)C(=O)NCc1ccccc1 (stereo not drawn) | 3.5 | -1.9 | 3.8 | . | 5.9 | 1.4 | 12.8 | .
CC1Cc2ccccc2N1C(=O)CN1CCN(S(=O)(=O)c2cccs2)CC1 (stereo not drawn) | -2.3 | -12.2 | 2.4 | -6.4 | 0.6 | 1.6 | 2.8 | -1.6
CCOc1ncccc1C(=O)Nc1ccc(S(=O)(=O)NC2=NCCCCC2)cc1 | 2.3 | 32.9 | . | . | . | -0.5 | . | -0.9
CO[C@H]1CN(C)C(=O)c2cc(NS(C)(=O)=O)ccc2OC[C@H](C)NC[C@@H]1C | -7.6 | 10.7 | -2.0 | . | -0.9 | -5.5 | 5.4 | -0.2
COc1ccc(-c2nc(C(N)=O)c3[nH]c(=O)n(-c4cccc(C)c4)c3n2)c(OC)c1 | -0.2 | -1.7 | -1.6 | 1.4 | -0.3 | 6.6 | 23.4 | -3.6
O=C(O)C1=NN(c2c(F)c(F)cc(F)c2F)C(=O)CC1 | 2.0 | 8.0 | 0.9 | . | -1.4 | -1.8 | -0.3 | -0.2
CC(=O)NC(c1ccco1)c1cc(Cl)c2ccccc2c1O (stereo not drawn) | -19.3 | . | 4.4 | 0.7 | -2.6 | -0.8 | -0.3 | -12.9
Cc1ccc(C)c(C(O)c2ncc(-c3ccccc3)[nH]2)c1 (stereo not drawn) | 2.8 | . | 2.7 | 45.6 | -0.2 | -2.9 | 11.0 | -9.1
CC(C)NC(=O)N(C)C[C@H]1OCCCC[C@@H](C)Oc2ccc(NC(=O)c3ccncc3)cc2C(=O)N([C@@H](C)CO)C[C@@H]1C | -0.2 | 33.1 | -1.9 | 7.6[16.7 µM] | -1.5 | -2.1 | 33.4 | 0.9
O=C(CN1C(=O)c2ccccc2S1(=O)=O)Nc1cccc(S(=O)(=O)N2CCOCC2)c1 | -2.5 | -7.2 | -0.6 | -11.0 | -0.3 | -2.3 | 1.5 | 11.4
C[C@@H]1CCCCO[C@@H](CN(C)CC2CCCCC2)[C@H](C)CN([C@H](C)CO)C(=O)c2cc(NC(=O)c3ccncc3)ccc2O1 | . | -10.0 | -9.6 | -8.4[16.7 µM] | 2.7 | -0.9 | . | 5.2
C[C@@H]1CCCCO[C@@H](CN(C)C(=O)CCCN(C)C)[C@H](C)CN([C@@H](C)CO)C(=O)c2cc(NC(=O)Nc3ccccc3)ccc2O1 | 3.9 | 21.9 | 0.9 | -4.9[16.7 µM] | -0.2 | 1.3 | . | 20.0

Part of the list above, showing only C2C12 statin, PGC1a acetyl inh and F508del corr.
structure | C2C12 statin | PGC1a acetyl inh | F508del corr
COc1ccc(NC(=O)N[C@@H]2CC[C@@H](CCNC(=O)c3cc(Cl)cc(Cl)c3)O[C@H]2CO)cc1 | 6.7 | 1.1 | 3.5
CC1(C)Cc2nc(Cl)c(C(N)=O)cc2CO1 | 9.9 | 0.7 | 1.8

Remaining list, next part.
SMILES | FN deposition inh | INS-1E GSIS act | PglD DTNB | miR122 inh | Cneo AK release | F508del corr | C2C12 statin | PGC1a acetyl inh
Cc1cc(C)n2nc(SCC(=O)Nc3ccc(S(=O)(=O)N(C)C)cc3)nc2n1 | -2.1 | 0.9 | -0.7 | 1.3 | -0.8 | 2.6 | -15.4 | 3.9
CC(C)C#Cc1ccc([C@H]2[C@@H](CO)N(C(=O)c3cccc(F)c3)[C@H]2C#N)cc1 | . | -13.5 | -2.6 | . | -4.2 | 2.7 | -21.5 | -3.8
Cc1ccc(NC(=O)c2cncc(Br)c2)nc1 | -3.4 | 4.1 | 1.9 | 1.0 | 5.6 | -2.9 | -6.3 | .
CO[C@@H]1CN(C)C(=O)c2ccc(NC(=O)C3CCCC3)cc2OC[C@@H](C)N(C(=O)Nc2ccc(C(F)(F)F)cc2)C[C@H]1C | -5.2 | -5.8 | 0.2 | 16.8[16.7 µM] | -2.7 | -1.7 | 3.0 | .
O=C(O)CC(NC(=O)C(F)(F)F)c1ccc2c(c1)OCO2 (stereo not drawn) | -0.5 | 2.0 | 5.1 | -0.2 | 3.0 | -0.2 | 7.0 | 6.8
CCOC(=O)C1C(=O)CC(C)(O)C(C(=O)OCC)C1c1ccco1 (stereo not drawn) | 1.2 | . | 0.3 | 1.5 | -2.0 | . | . | 4.0
Cc1nc2ccccc2c(=O)n1NS(C)(=O)=O | . | . | 2.5 | -3.4 | 5.9 | . | -3.1 | 4.4
O=S(=O)(c1cccc(-c2n[nH]c(=S)n2Cc2ccccc2)c1)N1CCOCC1 | -2.7 | 4.4 | -4.6 | 19.4 | 22.2 | 2.0 | -20.7 | 10.0
C[C@@H]1CN([C@@H](C)CO)C(=O)c2cc(C3=CCCC3)cnc2O[C@@H]1CN(C)C(=O)c1ccc2c(c1)OCO2 | . | -2.0 | 4.4 | 13.1[16.7 µM] | -0.8 | -3.0 | -6.8 | -5.6
NC(=O)C1CCN(C(=O)c2cc(-c3ccc(Cl)cc3)nc3ccccc23)CC1 | 11.5 | -0.8 | -1.3 | 2.0 | -1.5 | 0.6 | -1.5 | -1.8
COc1cccc(N/N=C/c2cccc(Br)c2O)c1 | -4.8 | 10.2 | 5.3 | -0.3 | -3.1 | -2.2 | 20.6 | 10.3
Cc1ccc(C)c(N2CC(=O)N(c3cc(C)ccc3C)CC2=O)c1 | 14.9 | . | 0.8 | -4.8 | -2.7 | . | -5.3 | -4.8
Cc1ccccc1Cn1c(CN2CCN(C(=O)c3ccco3)CC2)nc2c1c(=O)n(C)c(=O)n2C | 4.3 | . | -2.4 | . | -3.3 | 0.8 | -3.7 | .
COc1ccc(N2CCN(CC(O)COc3cc(C)ccc3C)CC2)cc1 (stereo not drawn) | 3.2 | -19.0 | 0.1 | . | 3.6 | 0.6 | 6.1 | -4.8
O=C(NCC1CCCO1)c1ccc(CS(=O)(=O)c2c(Cl)cccc2Cl)o1 (stereo not drawn) | -6.8 | 5.2 | -3.2 | -7.1 | 0.1 | 0.1 | -1.3 | 2.0
COc1cccc(OCCn2cc(C(=O)c3ccco3)c3ccccc32)c1 | 6.7 | . | -3.8 | 0.5 | -5.4 | . | -213.9 | -31.4
O=[N+]([O-])c1ccc(S(=O)(=O)NCC2CCCO2)cc1 (stereo not drawn) | -15.1 | -6.1 | -3.1 | 5.8 | 1.2 | -2.2 | . | .
O=C(O)c1ccc(-n2cccc2/C=C2/NC(=O)N(c3ccccc3)C2=O)cc1 | 6.8 | -4.6 | . | 0.8 | . | 1.0 | -0.2 | -7.0
CNc1oc(-c2ccccc2)nc1C#N | 2.0 | . | 1.1 | -6.2 | 0.8 | . | . | 20.9
COc1ccc(C(=O)O)cc1NC(=S)NC(=O)c1ccc(-c2ccc(Cl)cc2)o1 | 15.7 | 5.3 | . | -3.1 | . | -2.2 | . | -3.3
CCCCNC(=O)c1cc2cc(CC)ccc2[nH]1 | -1.8 | -16.3 | . | -1.2 | . | 3.8 | -12.1 | 4.6
CCOc1ccc(CN2CCN(Cc3cccn3-c3nccs3)CC2CCO)cc1 (stereo not drawn) | 2.0 | . | 6.0 | 1.1 | 0.4 | 0.0 | -2.8 | -8.2
Cc1cc(NC(=O)CSc2nnc(-c3ccccc3)n2C)no1 | 2.3 | 7.4 | . | 0.1 | . | 2.8 | -4.4 | 2.4
CCC(=O)NC(c1cccc([N+](=O)[O-])c1)c1c(OC(C)=O)ccc2ccccc12 (stereo not drawn) | . | . | 1.0 | -2.0 | -1.1 | . | 15.7 | -7.3
CCCNC(=O)N1[C@@H]2CNC[C@H]1C2c1ccc(-c2cccc(C#N)c2)cc1 (stereo partly drawn) | -1.2&-7.5 | -7.9&-15.7 | . | . | . | 0.5&0.0 | . | 8.3&-4.0
C=CCNc1cc(C)oc(=O)c1C(=O)CC | 4.9 | 42.6 | . | . | . | 4.0 | . | -1.4

Structures above with bromine, in the order listed:
SMILES | FN deposition inh | INS-1E GSIS act | PglD DTNB | miR122 inh | Cneo AK release | F508del corr | C2C12 statin | PGC1a acetyl inh
Cc1ccc(NC(=O)c2cncc(Br)c2)nc1 | -3.4 | 4.1 | 1.9 | 1.0 | 5.6 | -2.9 | -6.3 | .
COc1cccc(N/N=C/c2cccc(Br)c2O)c1 | -4.8 | 10.2 | 5.3 | -0.3 | -3.1 | -2.2 | 20.6 | 10.3

3 compounds picked at random from the list so far, as already listed:
SMILES | FN deposition inh | INS-1E GSIS act | PglD DTNB | miR122 inh | Cneo AK release | F508del corr | C2C12 statin | PGC1a acetyl inh
O=C(O)c1ccc(-n2cccc2/C=C2/NC(=O)N(c3ccccc3)C2=O)cc1 | 6.8 | -4.6 | . | 0.8 | . | 1.0 | -0.2 | -7.0
NC(=O)C1CCN(C(=O)c2cc(-c3ccc(Cl)cc3)nc3ccccc23)CC1 | 11.5 | -0.8 | -1.3 | 2.0 | -1.5 | 0.6 | -1.5 | -1.8
O=S(=O)(c1cccc(-c2n[nH]c(=S)n2Cc2ccccc2)c1)N1CCOCC1 | -2.7 | 4.4 | -4.6 | 19.4 | 22.2 | 2.0 | -20.7 | 10.0
